Compound activity (PubChem)
Abeta yeast res = restores growth of yeast expressing A-beta42 peptide | yeast expressing A-beta42, growth rescue, OD600, 48 h; response scale: 0% DMSO, 100% iron-clioquinol control | Potency, µM (top dose mostly 46.1 µM), for the others: top-dose growth rescue, actives largely listed as activators | actives 0.063% (n = 410,000) | AID 1347071; further: potency means the concentration at half of the fitted maximal effect; nearly all actives have a fitted effect of over 55% in size
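Yeast A-beta toxicity model in growth medium with pinned compounds, 48 h at 30 C; growth read as absorbance at 600 nm. Normalized to FeCl3/clioquinol equimolar mix (positive) and DMSO (negative).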
Nrf2 inh = inhibitors of Nrf2 signaling; A549 ARE-Fluc reporter, luciferase luminescence, 18-24 h; actives 2.1% (n = 360,000); Potency, µM (series often up to 46 µM), for inactives: at the top dose activity change, negative = inhibition, usual class: inhibitors; AID 504444; further: potency means the concentration at half of the fitted maximal effect; on the % scale 0 is the no-effect control and ±100 the full control effect; nearly all actives have a fitted effect of over 60% in size
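Concentration-response testing used A549 ARE_Fluc cells at 5000 cells/well. Following an 18-24 h compound incubation, viability was read by fluorescence (Ex 405/Em 525) and luciferase output by luminescence.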
Nrf2 activator = Nrf2 pathway activation | AREc32 ARE-luciferase reporter (MCF7-derived line), luminescence, 24 h | Potency, µM (series often up to 46.1 µM), for inactives: top-dose activation, usual class: activators | actives 0.31% (n = 410,000) | AID 624171; further: potency means the concentration at half of the fitted maximal effect; % of control where 0% means no effect; nearly all actives have a fitted effect of over 65% in size
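Steps: seed AREc32_Fluc cells (1000/well, 5% FBS OPTI-MEM); incubate overnight at 37 deg C; add 23 nL compound; incubate 24 hr; add Steady-Glo; hold 30 min RT; read luminescence.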
CCT chaperon mod = changes cytosolic chaperonin activity; activity change, % (no concentration beside the values), hits read low; actives 0.3% (n = 360,000); purified chaperonin ATPase assay, HTRF ADP detection, 30 min; in the data active means activity change below about -30%; further: on the % scale 0 is the no-effect control and ±100 the full control effect
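We incubate TRiC, 40 or 20 nM final, with library compounds at 76 uM and 10 uM ATP for 30 min at 37 °C. ADP formed is detected with Transcreener HTRF reagents after 30 min at room temperature.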
MmCpn inh = inhibitors of Methanococcus maripaludis chaperonin (MmCpn); purified Mm-Cpn ATPase, ADP Transcreener TR-FRET; Potency, µM (titrated, usually from 76.9 µM), for inactives: top-dose activity, negative = inhibition, most hits filed as inhibitors; actives 0.031% (n = 330,000); AID 504842; further: potency means the concentration at half of the fitted maximal effect; on the % scale 0 is the no-effect control and ±100 the full control effect; nearly all actives have a fitted effect of over 80% in size
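Reaction buffer contained 30 mM Tris pH 7.4, 100 mM KCl, 5 mM MgCl2 and 1 mM DTT. Mm-CPN (25 nM final) hydrolysed 10 uM ATP over 30 min at 37°C; ADP was read by HTRF.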
HepG2 viability = counter-screen for TGF-b inhibitors: cytotoxicity in HepG2 cells | HepG2 CAGA-GFP viability, ATP luminescence, 18 h | Potency, µM (series often up to 46.1 µM), inactives show top-dose activity change, negative = cytotoxicity, usual class: cytotoxic | actives 0.76% (n = 410,000) | AID 588856; further: potency means the concentration at half of the fitted maximal effect; some results filed as inactive show a strong effect at the top dose
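HepG2 CAGA-GFP cells (1000/well, DMEM with 1% FBS) received compound, then TGF-beta at 500 pg/mL final, and were incubated 18 hours at 37 degrees C. Viability was read by CellTiter-Glo luminescence. Media-only wells were set as complete cell-killing and DMSO as no toxicity.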
TGFb SMAD3 inh = blocks TGF-b signaling; Potency, µM (highest dose often 46.1 µM), for inactives: at the highest dose activity, negative = inhibition, hits mostly inhibitors; AID 588855; actives 1.2% (n = 410,000); HepG2 CAGA-GFP TGF-b/SMAD3 reporter, GFP fluorescence, 18 h; TGF-beta stimulated, 500 pg/mL final; further: potency means the concentration at half of the fitted maximal effect; on the % scale 0 is the no-effect control and ±100 the full control effect; nearly all actives have a fitted effect of over 65% in size
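Smad-responsive CAGA-GFP expression was quantified in HEPG2 cells exposed to compounds and 500 pg/mL final TGF-beta for 18 h at 37 degrees C; unstimulated wells defined full inhibition.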
pAkt inh = blocks phosphorylation of Akt; activity change, % for hits at 50 µM; actives 0.32% (n = 360,000); Neuro2A IGF-stimulated pAkt S473 HTRF, 20 min; hits give low values; AID 651550; in the data active means activity change below about -80%; inconclusive means mostly about -51% to -80%; further: on the % scale 0 is the no-effect control and ±100 the full control effect
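Single-point screen (50 µM final compound) in Neuro2A cells stimulated 20 min with 6 nM IGF at 37 deg C. After lysis, Ser473-phosphorylated Akt read by HTRF (ex 330 nm, em 615/665 nm) as the 665/615 ratio.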
A549 tox = A549 cytotoxicity, counter-screen for Nrf2 inhibitors; actives 0.16% (n = 390,000); Potency, µM (highest dose often 46 µM), inactives show at the highest dose activity change, negative = cytotoxicity, usual class: inhibitors; A549 ARE-Fluc cells, CellTiter-Fluor viability, 18-24 h; further: potency means the concentration at half of the fitted maximal effect; on the % scale 0 is the no-effect control and ±100 the full control effect
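A549 ARE-Fluc cells in 5% FBS OPTI-MEM, 5000 cells/well, rested 2 h then exposed to compounds in concentration-response for 18-24 h at 37 °C. Viability by CellTiter-Fluor fluorescence (Ex 405/Em 525) after 30 min; luciferase luminescence (BugLite, 15 min, RT) read afterwards.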
Active calls of the source: *; i = inactive; ? = inconclusive; / = no result given; & = joins results of further samples; [ ] = remark or other dose. Unless noted, the call rests on the fitted dose curve; in most records, active means well fitted curve in the direction sought with a large enough effect; inconclusive means small, poorly fitted or top-dose-only effect, or another doubt; inactive means no such curve, though single readings can be large; an effect the other way counts as inactive or inconclusive. An unsorted share of the library, and some 4.3% of all compounds hit somewhere here.

compound	TGFb SMAD3 inh	CCT chaperon mod	pAkt inh	MmCpn inh	A549 tox	Nrf2 inh	Nrf2 activator	Abeta yeast res	HepG2 viability
Cc1cc(NC(=O)C2C3C(=O)N(c4cccnc4)C(C(=O)NC(C)(C)C)C34C=CC2(C)O4)no1 (centres undefined)	9%	-2.5	i	1%	0%	22%	-0.1%	-7%	-1%
Cc1cc(C)c(C#N)c(SCSCc2ccccc2)n1	-8%	-4.0	i	2%	1%	-17%	0.0%	16%	-13%
O=C(O)c1ccccc1Sc1ncnc2sc3c(c12)CCC3	-12%	-9.0	i	-11%	2%	-4%	9.3%	20%	16%
CCN(CC)CCN(Cc1cc2cc3c(cc2[nH]c1=O)OCCO3)C(=S)NCCCOC	1%	-0.5	i	-13%	-3%	0%	0.0%	-8%	-14%
CN1C(=O)c2cccc(NCCCN3C(=O)c4ccccc4C3=O)c2C1=O	15%	0.2	?	1%	-1%[1.84 µM]	15%	-0.5%	-28%	-25%
CCOc1cc(N2CCOCC2)c(OCC)cc1NC(=O)C1CC(=O)N(c2ccc(C)cc2)C1 (centres undefined)	14%	-3.3	i	-1%	-1%	0%	0.5%	6%	14%
Cc1ccc2occ(CC(=O)Nc3c(C(=O)Nc4ccc(Cl)cc4)oc4ccccc34)c2c1	11%	/	/	/	3%	19%	11%	-16%	-39%
Cc1ccc(-n2nnnc2SCC(=O)Nc2ccccc2-c2ccccc2)cc1C	-7%	-1.3	i	0%	1%	-21%	-0.1%	1%	-11%
c1cn2c(Nc3ccc4c(c3)OCCO4)c(-c3ccc(N4CCOCC4)cc3)nc2cn1	-11%	-1.5	i	-1%	2%	0%	3.8%	4%	-2%
Cc1ccc(N(Cc2ccc(C(=O)Nc3ccccc3C(=O)NCc3ccco3)cc2)S(C)(=O)=O)cc1C	4%	1.9	i	1%	17%	-7%	-0.3%	12%	7%
Cc1nnc(SCc2cc(=O)[nH]c(/N=C(\N)Nc3ccccc3)n2)s1	4%	1.5	i	0%	-14%	0%	-0.7%	0%	16%
COc1cccc(/C=N/NC(=O)CCc2ccccc2)c1	-17%	-2.7	i	2%	10%	19%	0.0%	5%	-20%
O=C(CSc1nc2[nH]ncc2c(=O)n1-c1ccccc1)NCc1cccs1	0%	-1.1	i	0%	8%	1%	-0.7%	-2%	3%
O=C(Nc1ccc(F)cc1)NC1CCN(Cc2c(F)cccc2Cl)CC1	-13%	-2.2	i	0%	2%	-1%	0.1%	-4%	-17%
CCc1cc(C(=O)N2CCN(c3ncc(C(F)(F)F)cc3Cl)CC2)sc1C	-24%	-1.0	i	-1%	7%	-14%	0.3%	5%	-12%
O=C(NCC(c1cccs1)N1CCOCC1)c1cccnc1 (centres undefined)	-2%	1.2	i	0%	-1%	11%	1.3%	8%	-7%
O=C(O)C1CCCN1c1nc(C(F)(F)F)nc2ccccc12 (centres undefined)	4%	-2.7	i	-1%	-1%	13%	0.1%	-18%	7%
CNC(=S)N/N=C/c1ccc(-c2cccc(C(=O)O)c2)o1	18%	-7.0	i	-6%	-6%	16%	-1.0%	-28%	11µM*
O=S(=O)(c1ccccc1)c1nc(-c2cccs2)oc1N1CCCCC1	-1%	/	/	/	-2%	-14%	4.8%	-15%	-5%
COc1cc(NC(=O)CCc2c(C)n(C)c3cc(-c4ccccc4C)nn3c2=O)cc(OC)c1OC	-36%	/	/	/	1%	/	7.7%	-2%	-32%
CCOc1ccc(-n2nc3ccc(NC(=O)c4ccc(-c5cccc(Cl)c5)o4)cc3n2)cc1	12%	/	/	/	-15%	15µM*	0.7%	-20%	12%
CCCn1nnnc1NCc1cccc(OC)c1OCC	2%	-3.0	i	1%	4%	17%	1.3%	-2%	-1%
O=C(O)/C=C/C(=O)N1N=C(c2ccco2)CC1c1ccco1 (centres undefined)	8%	-0.2	i	2%	-2%	1%	30%	-24%	13%
O=C(Nc1cccc(-c2cn3ccccc3n2)c1)c1cnccn1	5%	-3.4	i	1%	-2%	9%	0.1%	-15%	1%
Cc1cccc2sc(N(CCCN(C)C)C(=O)c3ccc(S(=O)(=O)N4CCc5ccccc5C4)cc3)nc12	8%	-0.2	i	-5%	-2%	-10%	24%	19%	-30%
CCn1ccnc1CN1CCCC(CO)(Cc2cccc(OC)c2)C1 (centres undefined)	12%	-0.5	i	-4%	6%	0%	0.2%	-11%	3%
NC(=O)OCC(O)COc1ccc(Cl)cc1 (centres undefined)	28%	-1.7	i	0%	-3%	12%	-0.3%	-7%	9%
COc1ccc(-c2n[nH]c(=S)n2-c2ccccc2C)cc1OC	9%	0.6	i	-1%	-4%	-6%	-0.3%	-8%	8%
COc1ccc(N2CCN(C(=O)c3ccc(CNS(=O)(=O)c4ccc(C)cc4)cc3)CC2)cc1	-15%	-1.1	i	2%	-11%	-9%	-0.3%	9%	-28%
Cc1ccc(C)c(OCCC(=O)OCC(=O)Nc2cccnc2Cl)c1	5%	-2.2	i	/	4%	2%	6.4%	27%	-11%
CCOc1ccc(C(=O)c2cn(CC(=O)Nc3cc(OC)ccc3OC)c3cc(OC)c(OC)cc3c2=O)cc1	-7%	/	/	/	0%	-3%	-1.2%	-7%	-1%
COc1ccc(NC(=O)c2ccc(OCC3CCCO3)cc2)cc1OC (centres undefined)	-2%	-0.8	i	-1%	1%	1%	3.5%	5%	-6%
C[C@@H]1CCC(=O)N(CC[C@H](Oc2ccccc2)c2ccccc2)CC1	?	0.0	i	0%	-4%	15%	0.2%	0%	-25%&-16%
Cn1c(=O)oc2cc(S(=O)(=O)NCCc3ccccc3)ccc21	-19%	-3.0	i	1%	15%	2%	0.2%	-7%	0%
COc1cccc(CC2(CO)CCCN(Cc3ccc(OC(F)F)cc3)C2)c1 (centres undefined)	-21%	0.1	i	/	1%	5%	0.2%	9%	-33%
O=C(C[n+]1ccccc1)N/N=C/c1ccccc1Cl	-8%	-1.5	i	1%	0%	14%	0.5%	4%	-3%
O=C(Nn1cnc2ccccc2c1=O)c1ccccc1	0%	2.0	i	4%	-2%	?	-0.6%	1%	8%
COc1ccc(-c2nnc(NC(=O)c3ccc(S(=O)(=O)N4CCCc5ccccc54)cc3)o2)cc1	?	-0.8	i	-1%	?	14µM*	0.1%	-18%	-3%
CCn1c(SCC(=O)Nc2nnc(C)s2)nnc1C(C)NC(=O)c1ccccc1 (centres undefined)	1%	1.6	i	3%	-14%	-7%	-0.6%	-19%	0%
CSCc1cc(N2CCCC2)nc(-c2ccccc2)n1	-1%	1.0	i	-4%	3%	-11%	2.5%	-13%	-4%
O=C(Nc1ccc(NC(=O)C2CC2)nc1)c1cccnc1	1%	0.6	i	2%	-8%	?	-0.5%	8%	-5%
CC(=O)Nc1ccc(OCC(O)CNC2CCCC2)cc1 (centres undefined)	-6%	-0.4	i	0%	-2%	5%	0.5%	22%	-1%
O=C(Nc1ccc(-c2ccccc2)cc1)c1ccccc1	4%	-0.7	i	-1%	0%	-17%	0.4%	-2%	-2%
COc1ccc(NC2CCCN(C(=O)CSc3ccccc3)C2)cc1 (centres undefined)	1%	-1.2	i	0%	2%	5%	0.1%	6%	-7%
COC(=O)CSc1nc2c(cnn2-c2ccc(F)cc2)c(=O)[nH]1	1%&-4%	-32*	i	-2%	-1%&-1%	-16%	-1.2%&-0.7%	3%&-13%	-3%&-6%
COc1ccccc1N1CCN(C(=O)c2cc(N3C(=O)C4C5CCC(C5)C4C3=O)ccc2Cl)CC1 (centres undefined)	-12%	-0.4	i	1%	2%	?	-0.5%	7%	7%
CCn1c(-c2ccc(C)cc2)nn(CC(=O)NCCc2ccccc2)c1=S	-17%	-4.2	i	0%	?	23µM*	-0.7%	-13%	-3%

Random excerpt: 7 entries already listed.
compound	TGFb SMAD3 inh	CCT chaperon mod	pAkt inh	MmCpn inh	A549 tox	Nrf2 inh	Nrf2 activator	Abeta yeast res	HepG2 viability
CCn1ccnc1CN1CCCC(CO)(Cc2cccc(OC)c2)C1 (centres undefined)	12%	-0.5	i	-4%	6%	0%	0.2%	-11%	3%
COc1ccc(NC2CCCN(C(=O)CSc3ccccc3)C2)cc1 (centres undefined)	1%	-1.2	i	0%	2%	5%	0.1%	6%	-7%
CC(=O)Nc1ccc(OCC(O)CNC2CCCC2)cc1 (centres undefined)	-6%	-0.4	i	0%	-2%	5%	0.5%	22%	-1%
COc1cccc(CC2(CO)CCCN(Cc3ccc(OC(F)F)cc3)C2)c1 (centres undefined)	-21%	0.1	i	/	1%	5%	0.2%	9%	-33%
CCn1c(SCC(=O)Nc2nnc(C)s2)nnc1C(C)NC(=O)c1ccccc1 (centres undefined)	1%	1.6	i	3%	-14%	-7%	-0.6%	-19%	0%
CCOc1ccc(C(=O)c2cn(CC(=O)Nc3cc(OC)ccc3OC)c3cc(OC)c(OC)cc3c2=O)cc1	-7%	/	/	/	0%	-3%	-1.2%	-7%	-1%
CSCc1cc(N2CCCC2)nc(-c2ccccc2)n1	-1%	1.0	i	-4%	3%	-11%	2.5%	-13%	-4%
